Assay outcomes (PubChem BioAssay)
Myeloid diff 2: promotes myeloid progenitor differentiation; ER-HoxA9 myeloid progenitors, lysozyme-GFP differentiation, flow cytometry; calls only at 10 µM; 360,000 compounds, 1% hits;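 active means normalized GFP-positive differentiation at or above the plate's own cutoff, the solvent-only control mean plus 3 SD; inconclusive means no clear call, values can overlap the other calls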;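 further: cells exposed to compound for four days before flow analysis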
Myeloid diff 2 GFP+ MAC1+ %: further read-out of Myeloid diff 2, marked with its call; GFP+ MAC1+ double positive, %; measured here: differentiation confirmed by MAC1 staining
* hit, by the source's call; i = inactive; ? = inconclusive; / = not tested or not shown.

Value order: Myeloid diff 2	Myeloid diff 2 GFP+ MAC1+ %
Cc1cc(N2C(=O)C(O)=C(C(=O)c3ccc(C)o3)C2c2cccc(Cl)c2)no1 (stereo not given)
  i	0.6
CC(=O)Nc1ccc(NC(=O)C(C)OC(=O)[C@@H]2CCCN2C(=O)c2cccs2)cc1 (stereo not given in full)
  i	0.9
CCCCC(=O)N(C)c1c(CC)nc2c(OCC=C(C)C)cccn12
  i	1.0
COc1ccc(OC)c(NC(=O)COC(=O)[C@H](Cc2ccccc2)NC(=O)c2ccco2)c1
  i	1.2
CC(C)(C)[C@H]1COC(=O)[C@H](NC(=O)OCC2c3ccccc3-c3ccccc32)C/C=C\C[C@@H](CC(=O)N(CCO)Cc2ccccc2)C(=O)N1
  i	2.2
Cn1ccc2c(-c3cncc4ccccc34)cc3c(c21)C1CCC3O1 (stereo not given)
  i	1.0
COc1ccccc1N(CC(=O)Nc1ccc(C)cc1Cl)S(=O)(=O)c1cccs1
  i	0.3
CN(C(=O)CSc1nnc(C2CC2)n1-c1ccccc1)C1CCS(=O)(=O)C1 (stereo not given)
  i	2.1
CC1(C(=O)OCC(=O)Nc2ccc(S(=O)(=O)N3CCOCC3)cc2)CC1(Cl)Cl (stereo not given)
  i	1.0
CN1CCN(C(=O)C2=C[C@H](C3CC3)C[C@H](OCc3ccc(CO)cc3)O2)CC1
  i	1.0
O=C(COC(=O)c1n[nH]c(=O)c2ccccc12)NC1CCCCC1
  i	0.1
COc1ccc(S(=O)(=O)N2CCC(C(=O)NCCc3ccc(OC)c(OC)c3)CC2)cc1
  i	0.3
COC(=O)[C@]1(C)N[C@H](CN(C)S(=O)(=O)c2ccc(-c3ccccc3)cc2)[C@@H]2C(=O)N(C)C(=O)[C@@H]21
  i	1.8
CCN(CC)S(=O)(=O)c1ccc(/C=C/C(=O)OCC(=O)NCc2ccco2)cc1
  i	0.5
CCCCCCN1CCN(C2CN(Cc3cn(Cc4ccc(C)cc4)nn3)S(=O)(=O)C2)CC1 (stereo not given)
  i	3.1
Cc1csc(SCc2c(C(=O)O)oc3ccccc23)n1
  i	0.4
COc1cc(S(=O)(=O)Nc2ccccc2C(=O)N2CCCCC2)ccc1NC(C)=O
  i	0.3
CCOC(=O)C1CCCN(C(=O)c2ccc(OC)cc2OC)CC1 (stereo not given)
  i	0.4
CCOC(=O)c1c(C)cc2c(CO)n[nH]c(=O)c2c1C
  i	0.7
CN(CC(=O)NNC(=O)CNC(=O)c1cccs1)S(=O)(=O)c1ccc(Cl)cc1
  i	0.9

Full records, looked up by structure. Screens in order: Myeloid diff 2, Myeloid diff 2 GFP+ MAC1+ %
CCN(CC)S(=O)(=O)c1ccc(/C=C/C(=O)OCC(=O)NCc2ccco2)cc1 in the list: i, 0.5
CCOC(=O)c1c(C)cc2c(CO)n[nH]c(=O)c2c1C in the list: i, 0.7

The listing picks up, starting five compounds before the break.
Value order: Myeloid diff 2	Myeloid diff 2 GFP+ MAC1+ %
Cc1csc(SCc2c(C(=O)O)oc3ccccc23)n1
  i	0.4
COc1cc(S(=O)(=O)Nc2ccccc2C(=O)N2CCCCC2)ccc1NC(C)=O
  i	0.3
CCOC(=O)C1CCCN(C(=O)c2ccc(OC)cc2OC)CC1 (stereo not given)
  i	0.4
CCOC(=O)c1c(C)cc2c(CO)n[nH]c(=O)c2c1C
  i	0.7
CN(CC(=O)NNC(=O)CNC(=O)c1cccs1)S(=O)(=O)c1ccc(Cl)cc1
  i	0.9
COc1ccc(S(=O)(=O)Nc2cccc3c2O[C@H](CN(C)CC2CCCCC2)[C@@H](C)CN([C@H](C)CO)C3=O)cc1
  i	1.0
Cc1ccc(S(=O)(=O)N2[C@@H](c3ccc(Cl)cc3)C(C(=O)O)=CC[C@H]2c2cccs2)cc1
  i	0.9
Cc1ccc(N2CC(NC(=O)C(=O)c3c(C)[nH]c4ccccc34)CC2=O)cc1 (stereo not given)
  i	0.8
Clc1cccc(CSc2ncnc3c2ncn3C2CCCCO2)c1 (stereo not given)
  i	0.9
O=C(COC(=O)Cc1c(Cl)cccc1Cl)NCc1ccco1
  i	0.3
CCOCCn1c(CN2CCN(c3ccc(OC)cc3)CC2)nc2c1c(=O)n(C)c(=O)n2C
  i	9.0
Cc1cc(C(=O)N2CCC(C)(C(=O)NS(=O)(=O)C3CC3)C2)n(C(C)(C)C)n1 (stereo not given)
  i	1.1
COc1ccc(S(=O)(=O)N(C)C)cc1NC(=O)COC(=O)c1n[nH]c2ccccc12
  i	0.9
COc1cc(C2c3cc4c(cc3OC(NCCc3ccccc3)C2C)OCO4)cc(OC)c1OC (stereo not given)
  ?	/
COC(=O)c1cccc(NC(=O)CN2C(=O)C3CCCCC3C2=O)c1 (stereo not given)
  i	0.9
COc1ccc(NC(=O)CN(C)C(=O)c2cc(C)oc2C)cc1
  i	2.6
Cc1cc(C(=O)OCC(=O)N2CC(C)OC(C)C2)c(C)n1-c1ccccc1 (stereo not given)
  i	0.9
O=C(c1ccccc1Cc1ccccc1)N1CCN(S(=O)(=O)c2ccccc2F)CC1
  i	0.6
CC(=O)NCCNc1nc(NC(C)C)nc2ccsc12
  i	0.7
COC(=O)c1ccccc1COc1cccn2c(N(C)CC3CC3)c(C)nc12
  i	1.0
CSc1ccccc1C(=O)OCC(=O)N1CCCCCC1
  i	0.9
CC[C@]12c3[nH]c4ccccc4c3CCN1C(=O)C(CC(=O)NCc1cccc(C(F)(F)F)c1)C[C@@H]2C(=O)N1CCN(C(=O)c2ccco2)CC1 (stereo not given in full)
  i	0.6
Cc1ccc(C)c(OCCC(=O)Nc2cccc(S(=O)(=O)N3CCCCC3)c2)c1
  i	1.0
Cc1ccc(-c2nc3cc(C)c(Br)c(C)n3c2Cc2ccsc2)cc1
  i	2.0
O=C(OCc1csc(-c2ccccc2)n1)C1=NN(c2ccccc2)C(=O)CC1
  i	0.4

Value order: Myeloid diff 2	Myeloid diff 2 GFP+ MAC1+ %
CCOC(=O)c1cccc(C2=CC(=O)C[C@H](c3ccc(Cl)cc3)C2)c1
  i	0.3
COc1ccc(CN(C)C(C)C(=O)N(C)CC(=O)Nc2ccc(C)cc2)cc1F (stereo not given)
  i	0.1
CCCCCCCCN1C(=O)[C@H](CC(=O)N2CCSCC2)C[C@@]2(C(=O)OC)CC(C)(C)CC=C12
  i	3.6
COc1ccccc1Cn1c(C)c(C(=O)NCc2ccc3c(c2)OCCO3)sc1=O
  i	1.1
O=C(Nc1cc(Cl)ccc1-n1cncn1)c1cccc(S(=O)(=O)N2CCOCC2)c1
  i	0.1
Cc1ccc(S(=O)(=O)N2[C@@H](c3ccc(Cl)cc3)C(C(=O)O)=CC[C@H]2c2ccc(Cl)c(Cl)c2)cc1
  i	1.0
COc1ccc(S(=O)(=O)N(C)C[C@H]2Oc3ncc(C#CC4(O)CCCC4)cc3C(=O)N([C@@H](C)CO)C[C@@H]2C)cc1
  i	0.8
COc1cc2cc(CCCOC(=O)CCCC(=O)O)oc(=O)c2cc1OC
  i	1.1
COc1ccc(S(=O)(=O)N(C)C[C@H]2Oc3ccc(NS(=O)(=O)c4c(C)noc4C)cc3C(=O)N([C@H](C)CO)C[C@@H]2C)cc1
  i	1.8
O=C(NC1CC1)c1cccc(NC(=O)c2cc(S(=O)(=O)N3CCOCC3)ccc2Cl)c1
  i	1.4
Cc1[nH]c(C)c2c(=O)n(Cc3ccccc3Cl)ncc12
  i	0.7
O=C(CSc1nnc(COc2ccc(Cl)cc2)o1)N(c1ccccc1)C1CCS(=O)(=O)C1 (stereo not given)
  i	0.5
C=CS(=O)(=O)N(Cc1ccccc1)[C@H](CO)CC(C)C
  i	0.9
CCc1nc2ccc(C(=O)Nc3cccc(OCC(=O)N(C)C)c3)cn2c1N(C)Cc1ccc(N(C)C)cc1
  i	0.7
CC1(C(=O)Nc2ccc3c(c2)OCO3)Cc2c(-c3cccc(C(F)(F)F)c3)ccnc2O1 (stereo not given)
  i	1.1
COc1ccc(S(=O)(=O)N2CCc3ccccc32)cc1C(=O)NCC(c1ccco1)N1CCCC1 (stereo not given)
  i	0.5
COc1ccccc1CCC(=O)Nc1ccc2c(c1)c(=O)n(C)n2Cc1ccc(F)cc1
  ?	/
O=C1NC[C@H](CCCCN2C[C@H](Cc3ccccc3)N(CCc3ccc(O)cc3)C(=O)C2=O)N(CCc2ccccc2)C1=O
  i	0.3
CNc1ccc(Cl)cc1S(=O)(=O)c1ccccc1[N+](=O)[O-]
  i	2.3
CCC(c1ccccc1)c1noc(CCN(CC)CC)n1 (stereo not given)
  i	2.9

Value order: Myeloid diff 2	Myeloid diff 2 GFP+ MAC1+ %
Clc1ccccc1N1CCN(Cc2c[nH]c3ccccc23)CC1
  i	0.7
Cc1cccc(C)c1-n1nnnc1C1(C)CCC(=O)N1CC1CCCCC1 (stereo not given)
  i	1.0
O=C(Cc1ccccc1)NCCCNC(=O)Cc1ccccc1
  i	0.4
CC(NC(=O)c1ccc2c(c1)OCO2)c1cccc(C(F)(F)F)c1 (stereo not given)
  i	1.1
CC1(C(=O)NC2CCCC2)CCC(=O)N1CCCn1ccnc1 (stereo not given)
  i	1.8
Cc1csc(=O)n1CCC(=O)OCC(=O)Nc1ccc(C(N)=O)cc1
  i	1.1
CCc1ccccc1NC(=O)CNC(=O)CCC(=O)c1cc(C)sc1C
  i	0.7
COC(=O)[C@@]12C[C@@H](CC(=O)N3CCCC3)C(=O)N(Cc3ccco3)C1=CCC(C)(C)C2
  i	4.7
CN(C(=O)COC(=O)c1ccc(=O)n(Cc2ccccc2)n1)C1CCS(=O)(=O)C1 (stereo not given)
  i	0.1
Cc1cccc(NC(=O)CNC(=O)c2ccc(-n3cncn3)c([N+](=O)[O-])c2)c1C
  i	0.5
CN(C)CCNC(=O)c1ccc(-c2cn3c(-c4ccc(Oc5ccccc5)cc4)cnc3cn2)cc1
  i	1.2
CSc1ccc(/C=C/C(=O)OCC(=O)N2CCN(S(=O)(=O)c3ccc(C)cc3C)CC2)cc1
  i	1.3
CCN1C(=O)[C@H]2[C@@H](c3ccc(C)cc3)N[C@]3(CCCN(Cc4ccc(F)cc4)C3=O)[C@H]2C1=O
  i	1.0
Cc1sc2ncnc(SCC(=O)NCC3CCCO3)c2c1C (stereo not given)
  i	0.4
O=C(COC(=O)C1=COCCO1)Nc1ccc(Cl)cn1
  i	0.1
COc1ccc(-c2cc(CNc3nc(NC(C)C)nc4cc(-c5ccccc5)sc34)on2)cc1
  ?	/
CCOc1ccc(S(=O)(=O)NCCC(=O)NCC(c2cccs2)N(C)C)cc1 (stereo not given)
  i	1.1
C[N+](C)(CCCCCC[N+](C)(C)CCCN1C(=O)c2cccc3cccc(c23)C1=O)CCCN1C(=O)c2cccc3cccc(c23)C1=O
  i	4.2
CN(C(=O)c1ccc(NC(=O)C2CCN(C(=O)OC(C)(C)C)CC2)cc1)C1CC1
  i	1.5
COc1ccc(-c2nc(S(=O)(=O)c3ccccc3)c(NCCCN3CCOCC3)o2)cc1
  i	0.2

Value order: Myeloid diff 2	Myeloid diff 2 GFP+ MAC1+ %
Cc1nn(C2CCS(=O)(=O)C2)c(C)c1CN(C)C(=O)c1ccccc1 (stereo not given)
  i	0.4
CN(C)CCCNC(=O)c1cccc(-c2cnc3cccnn23)c1
  i	1.6
Cc1ccc(NC(=O)C2(C)CCN2CCc2ccccc2)cc1O (stereo not given)
  i	1.0
CCc1nc2c(OCc3ccc(C(F)(F)F)cc3)cccn2c1N(C)C(=O)c1ccc(C)cc1
  i	0.7
O=C(CN1CCN(c2ccccc2O)CC1)Nc1ccc2c(c1)OCCCO2
  i	1.2
Cc1nc(C(F)(F)F)ccc1C(=O)N1CCC1(C)C(=O)Nc1ccc2c(c1)OCO2 (stereo not given)
  i	0.0
CCCC(=O)N1CCC1(C)C(=O)Nc1ccc2c(c1)OCCO2 (stereo not given)
  i	0.5
COCCCNC(=O)C[C@@H]1C[C@@]2(C(=O)OC)CCCCC=C2N(Cc2ccc(Cl)cc2Cl)C1=O
  i	1.2
CN(C(=O)COC(=O)c1ccc(Cl)c(S(=O)(=O)NCc2ccccc2)c1)C1CCS(=O)(=O)C1 (stereo not given)
  i	0.5
CC(=O)Nc1c(C(=O)O)ccc(C)c1OCc1ccccc1
  i	0.5
CN(C(=O)c1cccc(NC(=O)Cc2ccc([N+](=O)[O-])cc2)c1)C1CC1
  i	2.7
O=C(COc1cccc2c1CCNC2=O)Nc1cccc(F)c1
  i	0.2
O=C(NCc1ccco1)Nc1cccc(-c2ccccc2)c1
  i	0.5
Nc1ncnc2c1ncn2[C@@H]1O[C@H](C(=O)N[C@H]2c3ccccc3C[C@H]2O)[C@@H](O)[C@H]1O
  i	1.1
O=C(NCc1ccccc1Cl)C1CCN(C(=O)c2ccc(F)cc2)CC1
  i	0.6
C#CCOC(=O)CCCN1C(=O)c2cccc3cccc(c23)C1=O
  i	0.5
C/C(=C\C(=O)c1ccccc1)Nc1ccc(Cl)c(Br)c1
  i	0.2
Cc1ccc(S(=O)(=O)N(C)CC(=O)N(C)Cc2cccs2)cc1
  i	1.6
C(CCCN1CCCCC1)CCN1CCCCC1
  i	0.9
COc1cc(-c2nnc(COC(=O)c3ccc(C)o3)o2)cc(OC)c1OC
  i	0.6
COc1cccc(CC(=O)NN2C(=O)NC3(CCCCC3)C2=O)c1
  i	0.4
CN(Cc1ccc2c(c1)CCCN2C)C(=O)[C@H]1O[C@@H](n2cnc3c(N)ncnc32)[C@H](O)[C@@H]1O
  i	1.6
COc1ccc(C(=O)OCc2ccccc2C#N)cc1S(=O)(=O)N1CCOCC1
  i	1.6

A portion of the library (hit frequency here may not be typical).
